Screening results deposited in PubChem by several laboratories.
FXN GAA850 act: increases GAA850 frataxin promoter reporter activity; HEK293 lucGAA850 FXN promoter luciferase reporter, 24 h; percent of 10 µM SAHA response; activation, % at 6 µM; hit rate 0.56% among 360,000;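 active = activation above the average of all compounds screened plus 3 SD, cutoff fixed separately per campaign, cut at about 7.5% in these data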;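 also: 0% = DMSO wells and 100% = 10 µM SAHA wells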
hcDAF-12 act: activators of H. contortus DAF-12 nuclear receptor. AID 652067. hit rate 1.4% among 370,000. HEK293 hcDAF-12 lit1-tk-luc reporter, luminescence; 0% DMSO, 100% Δ7-dafachronic acid. activation, % at 6.8 µM;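 active = activation above the mean of all tested compounds plus 3 SD, cut at about 5.5% in these data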;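 also: 100% = response to 3 µM Δ7-dafachronic acid high control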
DAX1 inh-1: inhibitors of DAX1 repression of SF-1 activated StAR promoter | HEK293T StAR-luciferase reporter, SF-1/DAX-1 repression relief | AID 652010 | inhibition, % at 6.8 µM | hit rate 1.1% among 370,000;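 active = inhibition above the mean over all tested compounds plus 3 SD, cut at about 3.6% in these data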;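 also: 0% = DAX-1 cells with DMSO and 100% = cells lacking DAX-1 with DMSO; higher inhibition means more luminescence from relief of DAX-1 repression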
PG9 Ab binder: small molecules binding HIV-1 gp120 antibody PG9; TR-FRET gp120-PG9 antibody binding; inhibition, % at 6.7 µM; hit rate 0.43% among 360,000; AID 624416; in the data active = inhibition above about 8.5%
DAX1 inh-2: inhibits human nuclear receptor DAX1 | P51843 | HEK293 Gal4-DAX1 luciferase reporter, luminescence | inhibition, % at 6.75 µM | hit rate 0.99% among 340,000 | AID 504766;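 active = inhibition above the mean over all tested compounds plus 3 SD, cut at about 4.2% in these data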;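 also: 0% = DAX1-transfected cells with DMSO and 100% = empty-vector control cells with DMSO; inhibition shows as a rise in luminescence from relieved DAX1 repression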
ssDAF-12 act: activators of S. stercoralis DAF-12 nuclear receptor. hit rate 1% among 370,000. activation, % at 6.8 µM. HEK293 ssDAF-12/GRIP1 lit1-tk-luc reporter, luminescence; % of 3 µM dafachronic acid response;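 active = activation above the mean over all tested compounds plus 3 SD, cut at about 0.9% in these data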;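 also: 0% = DMSO-only wells and 100% = 3 µM delta7-dafachronic acid wells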
PLC-beta3 inh: blocks human PLC-beta3 enzyme activity. hit rate 0.18% among 370,000. AID 720704. Purified PLC-beta3, fluorogenic substrate, fluorescence. inhibition, % at 12.2 µM; in the data active = inhibition above about 11%;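 also: 0% = median of compound wells on plate and 100% = full blocker control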
SMARCA2 activ: SMARCA2 function activation, primary screen; MG213 cells, MMTV-luciferase reporter, dexamethasone, overnight; activation, % at 9.1 µM; hit rate 1% among 370,000; AID 652017; in the data active = activation above about 7.8%;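 also: 0% = vehicle wells and 100% = reference activator wells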
hgDAF-12 ag: hgDAF-12 agonism, primary luciferase screen. hit rate 1.8% among 370,000. activation, % at 6.8 µM. HEK293 GAL4-hgDAF12 UAS-luciferase reporter, agonist luminescence; normalized to butyrate control;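 active = activation above a cutoff set at the mean of all screened compounds plus 3 SD, cut at about 10% in these data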;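 also: 0% = DMSO wells and 100% = sodium butyrate wells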
NR1D1 modulator: modulates human Rev-erb alpha binding to DNA; hit rate 0.79% among 370,000; Rev-erbα–FITC-DNA binding, fluorescence polarization, 90 min; activity, % at 10 µM;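 active = activity above about 14%, limit read from the data; passing the limit was not always enough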;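 also: 0% = DMSO wells with 35 nM protein and 100% = DMSO wells with 750 nM protein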
Target sequence (P20393 whole entry, looked up): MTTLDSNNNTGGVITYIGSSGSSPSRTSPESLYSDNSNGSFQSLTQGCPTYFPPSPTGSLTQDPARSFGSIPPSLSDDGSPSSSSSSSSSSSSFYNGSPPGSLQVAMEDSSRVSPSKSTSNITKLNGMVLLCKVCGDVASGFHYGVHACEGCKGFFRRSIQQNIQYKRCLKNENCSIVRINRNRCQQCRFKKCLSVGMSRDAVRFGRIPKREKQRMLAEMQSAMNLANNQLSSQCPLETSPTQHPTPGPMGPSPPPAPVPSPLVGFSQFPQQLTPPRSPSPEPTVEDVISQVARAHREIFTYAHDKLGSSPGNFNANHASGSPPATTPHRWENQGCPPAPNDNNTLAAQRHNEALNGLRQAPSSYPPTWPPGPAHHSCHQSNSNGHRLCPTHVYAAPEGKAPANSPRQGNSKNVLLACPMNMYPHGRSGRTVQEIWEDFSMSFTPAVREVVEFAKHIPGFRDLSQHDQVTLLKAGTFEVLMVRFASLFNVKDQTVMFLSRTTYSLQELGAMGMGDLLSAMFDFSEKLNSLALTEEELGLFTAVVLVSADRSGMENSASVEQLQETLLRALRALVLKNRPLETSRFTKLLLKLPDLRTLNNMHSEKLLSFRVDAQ
HGIII-sPLA2 inh: Blocks human group III sPLA2 activity. Q9NZ20. QFRET BODIPY PC-A2 liposome hydrolysis, fluorescence. inhibition, % at 12.2 µM. hit rate 0.56% among 370,000. AID 743126;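 active = inhibition above mean plus 3 SD of compounds lying within the high and low control bounds, cut at about 19% in these data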;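 also: 0% = median of test compound wells and 100% = no enzyme DMSO wells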
Target sequence (Q9NZ20 whole entry, looked up): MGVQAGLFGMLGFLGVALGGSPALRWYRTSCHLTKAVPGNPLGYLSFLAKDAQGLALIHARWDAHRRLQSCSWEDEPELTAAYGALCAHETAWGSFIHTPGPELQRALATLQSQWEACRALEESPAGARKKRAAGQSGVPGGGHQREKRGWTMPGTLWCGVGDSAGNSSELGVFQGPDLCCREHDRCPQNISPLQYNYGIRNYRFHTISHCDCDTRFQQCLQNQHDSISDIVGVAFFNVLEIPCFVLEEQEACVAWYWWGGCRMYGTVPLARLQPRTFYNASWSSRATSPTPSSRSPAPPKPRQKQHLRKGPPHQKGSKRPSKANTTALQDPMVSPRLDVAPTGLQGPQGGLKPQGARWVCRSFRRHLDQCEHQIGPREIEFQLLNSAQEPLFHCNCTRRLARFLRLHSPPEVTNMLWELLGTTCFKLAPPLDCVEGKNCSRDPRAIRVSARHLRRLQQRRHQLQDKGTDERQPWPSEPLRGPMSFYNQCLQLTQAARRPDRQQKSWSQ
Starred values were filed as active, the others as inactive; i = inactive; / = not tested or not shown.

SMILES	FXN GAA850 act	hcDAF-12 act	DAX1 inh-1	PG9 Ab binder	DAX1 inh-2	ssDAF-12 act	PLC-beta3 inh	SMARCA2 activ	hgDAF-12 ag	NR1D1 modulator	HGIII-sPLA2 inh
O=C(NCc1ccccc1Cl)C1CCC(=O)N(CC2CCCCC2)C1 (stereo not given)	1.3	-1.6	-1.7	1.1	-0.3	-0.3	-6	-1	-2.5	0	-2
CC1CCCC(NC(=O)COC(=O)/C=C/c2ccc3c(c2)OCO3)C1C (stereo not given)	0.2	-1.4	-0.2	0.4	0.5	-1.7	-12	0	-0.8	1	-3
O=C(O)C1CCCCC1C(=O)Nc1ccc(S(=O)(=O)N2CCCCCC2)cc1 (stereo not given)	0.3	-0.3	0.3	0.3	0.6	-0.9	-2	-2	0.0	2	0
Cc1ccc(C)c(NS(=O)(=O)c2ccc(-c3coc(C)n3)cc2)c1	0.0	0.0	0.0	0.5	-0.5	-1.3	-7	-2	1.5	-1	-9
CC1CCCCN1Cc1c(O)ccc2c(=O)c(-c3ccc(Cl)cc3)coc12 (stereo not given)	3.9	5.8*	-0.1	-1.2	0.7	-0.3	i	2	1.5	-1	-1
O=C(CSc1nc2[nH]ncc2c(=O)[nH]1)NCCc1ccccc1	0.7	-1.3	0.2	-0.5	0.7	-0.9	2	0	-2.2	-3	1
C[N+](C)(C)CCN1C(=O)c2ccccc2C1=O	/	0.0	1.5	-0.6	/	-0.6	1	-1	2.6	-2	2
O=C1CC(c2ccccc2)CC(O)=C1C=Nc1ccccc1O (stereo not given)	6.2	-2.9	-0.7	0.5	0.2	-1.3	-44	1	-1.5	4	-12
N#Cc1cccc(N=Cc2c(O)ccc3ccccc23)c1	-0.9	-0.6	-0.2	0.5	-0.3	-1.0	1	-1	2.6	6	1
CCn1c(SCC(=O)c2ccc(C)cc2)nnc1-c1ccoc1C	-0.6	-1.0	0.2	-3.3	0.9	-1.1	2	2	2.2	0	-27
O=C(NCc1ccco1)/C(=C/c1cccc(C(F)(F)F)c1)c1nc2ccccc2[nH]1	-0.8	-3.0	-1.1	0.0	-0.8	-1.6	-62	-3	1.2	1	1
NC(=O)CN1C(=O)C2C3c4ccccc4C(c4ccccc43)C2C1=O (stereo not given)	-1.9	-0.3	0.2	0.3	0.5	-0.9	6	-2	-0.7	7	3
CC1=CC(C)(C)Nc2ccc(OC(=O)C(Cc3ccccc3)N3C(=O)c4ccccc4C3=O)cc21 (stereo not given)	1.6	-0.4	0.1	0.6	-1.3	-1.2	1	-1	-0.9	0	2
O=C(Oc1c(CN2CCOCC2)cc(Cl)c2cccnc12)c1ccccc1Br	0.8	-1.1	-1.0	0.0	-0.9	-1.9	-40	8.7*	-2.2	-7	13
CCCn1c(CCC(=O)O)ccc1-c1ccc(OC)cc1	1.1	-1.6	-1.1	-1.1	-1.7	-1.2	-101	1	-2.1	2	-5
CC(C)=NNC1=NC(C)(C)Cc2ccccc21	1.5	-0.7	0.2	0.8	-0.9	-1.0	-6	-1	3.9	-1	-4
Cc1cc(N2CCN(C(=O)OC(C)(C)C)C[C@@H]2C)ccc1N1CCN(Cc2ccccc2)[C@H](C)C1	/	-1.6	1.2	0.9	/	-0.4	0	-4	0.9	1	9
COc1ccc(-c2oc3ncnc(NCCCO)c3c2-c2ccc(OC)cc2)cc1	1.8	-4.6	-0.3	-1.8	-3.3	-1.9	-185	-1	-5.1	1	-8
CCOC(=O)C1=C(C)Nc2ccccc2S1	2.3	2.1	-0.1	-6.0	0.0	-0.3	-13	2	3.4	4	1
Cc1ccc(C(=O)Nc2nnc(COc3ccccc3)s2)cc1	1.0	-0.7	-0.2	25*	0.0	-2.1	-6	-3	-2.1	6	5
Cc1ccc(CN2CCCCC(NC(=O)c3ccc(F)cc3)C2=O)cc1 (stereo not given)	/	-3.2	-1.2	/	/	-2.1	-3	-5	0.4	4	1
Cc1cccc(C(=O)NC(=S)NNC(=O)Cc2ccccc2)c1	0.8	1.1	0.3	0.0	1.5	0.0	2	-1	3.5	-6	2
CC(Oc1ccc(Br)cc1)C(=O)NC1CCCCCC1 (stereo not given)	4.2	3.1	0.2	2.0	0.0	-0.5	-8	0	2.7	1	6
CN1OC[C@@H]2CN(C(=O)CCc3ccccc3)[C@H](c3ccc(-n4ccnc4)cc3)C[C@@H]21	/	-1.4	-0.1	-0.4	/	-0.8	2	-1	0.9	-2	-2
COc1ccc(N2CCN(S(=O)(=O)CCNC(=O)c3ccc4c(c3)OCO4)CC2)cc1	0.7	-1.0	-1.5	0.8	-0.1	-1.8	-5	-1	0.6	7	0
O=C(N/N=C/c1ccc(O)c(O)c1)C1c2ccccc2Oc2ccccc21	0.3	-0.3	-0.3	-0.4	0.3	-0.9	-19	-1	-1.0	0	-12
CC(C)C(C(=O)Nc1ccc(S(N)(=O)=O)cc1)N1C(=O)c2ccccc2C1=O (stereo not given)	-0.5	0.8	-0.4	-2.5	0.9	-2.0	7	-1	-2.1	-4	-3
Cc1ccc(C)c(N2C(=O)c3ccc(C(=O)OCC(=O)c4c(N)n(C)c(=O)n(C)c4=O)cc3C2=O)c1	-0.7	-0.4	0.1	-2.0	-0.8	-0.8	3	-2	-3.2	3	-2
COc1cc(/C=C2\SC(c3ccc(C)cc3)=NC2=O)cc(OC)c1O	1.4	-3.3	0.7	-7.7	2.5	-1.7	-4	-1	0.0	-4	-32
COC(=O)c1cc(S(=O)(=O)Nc2ccc(C)cn2)c[nH]1	2.8	0.0	0.8	0.0	0.1	-0.9	-60	-2	0.7	2	4
COC(=O)c1ccc(CSc2cc(C)c3cc(C)cc(C)c3n2)o1	2.0	1.6	1.0	-0.5	2.0	-1.2	-1	-1	-3.4	5	0
COc1cccc(CN2CCCC(C(=O)N3CCCCC3)C2)c1OC (stereo not given)	-1.6	-0.6	0.1	-0.7	-0.7	-0.1	2	0	0.9	-2	3
O=C(Cn1c(=O)oc2ccccc21)NCCc1ccccc1	1.0	-1.2	0.1	-0.4	0.8	-1.2	-3	-2	2.4	3	-4
O=S(=O)(NCC(c1ccc2c(c1)OCO2)N1CCOCC1)c1ccc(Br)cc1 (stereo not given)	-1.1	1.4	-1.1	0.0	1.9	-0.7	-5	-2	-0.4	-4	-5
CCN1C(=O)CSC1=Nc1ccc(C(=O)OC)cc1	1.6	-0.8	0.7	-1.1	1.9	-1.5	0	-5	1.8	-4	-5
CC(=O)NC(CC(C)C)C(=O)O (stereo not given)	-0.9	-1.6	1.0	0.2	-0.2	-0.9	-1	-3	0.3	-4	7
COc1ccc(S(=O)(=O)N2CCOCC2)cc1NC(=O)COc1ccc2c(C)cc(=O)oc2c1	-0.1	-1.0	0.7	1.9	-1.1	-1.1	-62	-4	-1.0	2	12
Cc1ccc(S(=O)(=O)N(C)CC(=O)Nc2ccncc2)cc1	-0.5	-1.8	-1.2	2.5	-1.2	-1.0	0	-3	-2.6	2	3
Cc1ccc(-n2c(=O)[nH]c3cc(C(=O)NC4CCN(Cc5ccccc5)CC4)ccc3c2=O)cc1	1.7	-1.2	0.1	-0.9	0.6	-0.1	-12	-1	-0.8	3	-2
COC(C(=O)Nc1ccnn1C1CCN(C(=O)c2ccc(C=O)cc2)CC1)c1ccccc1 (stereo not given)	0.9	-1.7	-0.5	-1.0	-0.3	-1.1	-3	-1	2.2	-3	-5
COc1ccc(CCN2CC(C(=O)NCC(=O)Nc3ccc(F)c(F)c3)CC2=O)cc1OC (stereo not given)	-0.4	1.1	0.7	-3.3	-0.8	-0.7	-7	-1	4.6	-3	-2
COc1ccc(CN2CCN(CCCc3ccccc3)C(CCO)C2)c(O)c1 (stereo not given)	-0.5	1.9	0.2	0.7	1.5	-0.5	-6	4	-0.3	-2	-4
O=C(CCN1C(=O)C2CC=CCC2C1=O)N1CCN(c2ccccn2)CC1 (stereo not given)	1.1	-2.0	0.3	-1.2	-0.5	-0.8	-5	-1	0.6	-2	1
CCc1ccc(Nc2n[n+](-c3ccccc3)c(-c3cc(OC)c(OC)cc3Br)s2)cc1	-1.5	-1.7	0.0	-1.3	-1.3	-1.0	5	0	2.3	0	-12
Cc1nc(-c2ccc(Cl)cc2)sc1C1(C)CC(c2cccc([N+](=O)[O-])c2)=NO1 (stereo not given)	1.4	0.9	-0.3	-0.2	0.1	-1.0	2	1	5.2	3	0
S=C(Nc1ccc(Cl)cc1Cl)N1CCCC1	4.7	-0.9	2.3	0.2	0.6	-0.5	3	0	0.8	3	10
CC1=C(C#N)C(c2ccccc2)C2=C(N1)c1ccccc1C2=O (stereo not given)	2.5	-0.5	-0.7	-0.1	-1.1	0.2	-2	-4	1.5	-3	9
COc1ccc(NC(=O)c2cccc(N3C(=O)C4C5C=CC(C5)C4C3=O)c2)cc1Cl (stereo not given)	0.3	1.3	0.8	-0.7	1.3	-0.2	-8	-1	2.7	3	6
CC(=O)CCc1ccc(OCCCCN2CCC(Cc3ccccc3)CC2)cc1	0.0	-1.4	-1.1	-1.2	-1.5	-1.6	-7	-4	1.4	0	-1
COc1ccc(NC(=S)N(CCC(C)C)C2CCN(C(C)C)CC2)cc1	-0.5	0.2	0.1	1.4	0.7	-1.2	-23	-1	-1.0	3	3

The last 2 compounds of the section above are carried over, then new ones follow:
SMILES	FXN GAA850 act	hcDAF-12 act	DAX1 inh-1	PG9 Ab binder	DAX1 inh-2	ssDAF-12 act	PLC-beta3 inh	SMARCA2 activ	hgDAF-12 ag	NR1D1 modulator	HGIII-sPLA2 inh
CC(=O)CCc1ccc(OCCCCN2CCC(Cc3ccccc3)CC2)cc1	0.0	-1.4	-1.1	-1.2	-1.5	-1.6	-7	-4	1.4	0	-1
COc1ccc(NC(=S)N(CCC(C)C)C2CCN(C(C)C)CC2)cc1	-0.5	0.2	0.1	1.4	0.7	-1.2	-23	-1	-1.0	3	3
COc1cccc(OCc2nnc(SCC(=O)N3c4ccccc4Sc4ccc(Cl)cc43)o2)c1	4.1	-1.9	0.3	0.2	0.8	-1.3	5	-3	-2.5	-1	-1
COc1cccc(CN2CC(C(=O)NCCc3cn4cccnc4n3)CCC2=O)c1 (stereo not given)	1.3	-1.9	1.1	-0.5	0.6	-0.7	-362	4	-0.7	-5	0
O=C(Nc1ccc(C(F)(F)F)cc1)c1cnc(N2CCN(c3ccccn3)CC2)c2ccccc12	0.7	4.0	0.3	-3.4	/	-0.4	4	7	3.3	11	2
Cc1noc(C)c1COC(=O)c1cnc(Cl)c(Cl)c1	1.1	-0.3	-0.6	0.5	0.4	-1.8	-13	0	2.2	-2	2
Cn1c(=O)oc2cc(S(=O)(=O)NCCC(=O)N3CCc4ccccc43)ccc21	0.4	5.5	0.6	-1.5	-0.8	0.0	-3	-1	4.2	-2	-3
CCC(C)NC(=O)CSc1nnc(-c2ccc(C(C)(C)C)cc2)n1C (stereo not given)	1.0	-0.3	0.1	1.4	-0.2	-1.4	2	0	-1.4	-6	7
CCCOC(=O)CCNc1n[nH]c(=O)[nH]c1=O	3.5	-1.8	1.0	-0.7	-0.9	-0.2	-10	0	-1.4	4	5
O=C(/C=C/c1ccccc1[N+](=O)[O-])NNC(=O)c1ccncc1	2.2	-0.5	-1.2	-0.2	0.9	-0.4	-7	-2	-1.9	-7	13
